Yeast growth tox: yeast growth toxicity, wild-type and mutant, primary screen, cytotoxicity control for eIF2B function restoration project, wild-type and eIF2Bepsilon R284H mutant, A595; S. cerevisiae wild-type growth, A595 turbidity, 16 h; growth inhibition, % at 25 µM (by protocol); 0.3% of 30,000 active;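 active means mutant and wild-type yeast strains alike exhibit over 30% growth inhibition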;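 further: 0% = untreated cell controls and 100% = YPD media blanks without cells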
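Test system: Wild-type and eIF2Bepsilon-R284H mutant S. cerevisiae, screened separately | Dosing: Single 25 µM compound dose in 0.2% DMSO | Schedule: 16 h compound exposure during growth at 30 °C | Detection: A595 turbidity | Evaluation: Growth inhibition (%) versus cell controls and blanks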
Yeast eIF2B: GCN4-lacZ reporter reduction in eIF2B-epsilon mutant yeast, primary screen, S. cerevisiae, eIF2B-epsilon R284H, Beta-Glo luminescence | inhibition, % at 25 µM (by protocol) | 0.91% of 27,000 active | AID 688, 2007;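 active means mutant luminescence inhibited past about 50% while wild type luminescence and mutant growth stay under set limits, limit read from the data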; further: some compounds called inactive have numbers as strong as hits
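material = yeast eIF2B-epsilon R284H mutant carrying GCN4–beta-galactosidase fusion | schedule = 16 h growth with compound at 30 °C, 90 min Beta-Glo step | measured by = luminescence and A595 | compound dosing = one concentration, 25 µM, 0.25% DMSO | read-out basis = % inhibition of reporter signal and growth versus controls | buffer or medium = YPD medium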
Yeast growth tox inhibition %: recorded beside Yeast growth tox, whose call it bears; growth inhibition, %; S. cerevisiae eIF2Bepsilon-R284H mutant growth, A595 turbidity, 16 h;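 each compound tested once at 25 µM; 0% equals untreated cells and 100% equals cell-free medium blanks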
Yeast eIF2B mutant toxicity: recorded beside Yeast eIF2B, whose call it bears; growth inhibition, %; measured here: mutant yeast growth, toxicity;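 each compound tested once at 25 µM; zero equals untreated control growth and 100 equals blank medium absorbance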
An asterisk follows results filed as active; / = no result given. An excerpt; rates above refer to the full screens.

molecule,Yeast growth tox,Yeast growth tox inhibition %,Yeast eIF2B,Yeast eIF2B mutant toxicity
OCc1nnc2c3ccccc3c(-c3ccccc3)nn12,4.1,-15.0,-26.2,-15.0
CCOc1ccc(C(C(=O)NC2CCCCC2)N(C(=O)c2ccco2)c2ccc(-n3cnnn3)c(C)c2)cc1 (stereo not drawn),-30.4,-34.5,23.7,-34.5
C#CCOC(=O)CCCC(=O)Nc1ccccc1OC,19.7,5.3,10.7,5.3
Cc1cccc(N2CC(O)=C(c3nc4ccccc4n3C)C2=N)c1,7.1,0.0,25.9,/
COc1ccc([C@H]2[C@H](C(=O)C(C)(C)C)N3N=Cc4ccccc4C3[C@]23N=C(c2ccccc2)OC3=O)cc1 (stereo partly drawn),-36.5,-9.5,-8.5,-9.5
O=C(C1CCCO1)N1CCC(c2nc3ccccc3[nH]2)CC1 (stereo not drawn),15.0,17.2,16.8,17.2
COc1ccc(C(=O)NC(C)c2nnc(SCC(=O)Nc3nc4ccccc4s3)n2C)cc1 (stereo not drawn),/,/,-2.9,/
COc1ccc2c(c1)c1ncn(CCCN3CCOCC3)c(=O)c1n2C,-2.8,-4.8,-6.9,-4.8
CC(=O)c1ccc(-n2nncc2C)cc1,26.0,0.0,-10.7,/
O=C(CCCN1C(=O)c2ccccc2C1=O)N1CCc2ccccc2C1,3.6,-5.0,29.6,-5.0
COC(=O)C1=C(O)/C(=C\c2ccc(O)c(OC)c2)N=C1C,24.2,12.5,10.8,12.5
O=C(COc1ccc(S(=O)(=O)N2CCCCC2)cc1)NCc1cccnc1,17.3,17.0,/,/
COc1cc2nc(CC(C)C)n(NC(=O)c3ccccc3)c(=O)c2cc1OC,-3.3,11.1,18.4,11.1
CCOCCCn1c(=N)c(C(=O)Nc2cc(C)on2)cc2c(=O)n3ccccc3nc21,-1.1,5.0,-2.0,5.0
COC(=O)[C@H](CCSC)NC(=O)Nc1ccc(OC)c(Cl)c1,13.6,-11.1,18.7,-11.1
Cc1cc(C)n(-c2nnc(C)n2/N=C/c2ccccc2OCc2ccccc2Cl)n1,2.2,10.7,11.9,10.7
C=CCSc1nc2c(c(=N)n1CC=C)C1CCCC1S2 (stereo not drawn),-6.9,10.3,23.7,10.3
N#Cc1ccc(Oc2nc(Nc3ccc(F)cc3)nc(N3CCCC3)n2)cc1,-11.9,-6.7,23.2,-6.7
C=CCn1c2ccccc2c2nnc(SCC(=O)Nc3cc(C)on3)nc21,-29.4,-23.3,11.0,-23.3
COc1ccc(CN2CCCCC2C(=O)Nc2ccc(OC)c(OC)c2)cc1OC (stereo not drawn),19.3,5.4,2.9,5.4
COc1ccc(-c2noc(C3CCCN(C(=O)c4cccs4)C3)n2)cc1 (stereo not drawn),7.3,0.0,17.4,/
O=C(COC(=O)c1cccnc1)c1ccc(Cl)c(Cl)c1,5.2,-18.2,8.1,-18.2
O=C(CSc1nc(-c2ccc(F)cc2)cc(C(F)(F)F)n1)NCc1ccco1,-21.9,8.3,0.6,8.3
COc1ccccc1CNc1nc2nc(C)cc(=O)n2[nH]1,10.7,-3.7,/,/
COc1ccccc1CC(=O)NCCc1ccc(S(N)(=O)=O)cc1,3.6,6.7,0.5,6.7
CCC(=O)Nc1ccc(NC(=O)c2cc3ccccc3o2)cc1,18.1,-5.3,19.1,-5.3
O=C(CCn1c(=O)oc2ccccc21)N1CCc2ccccc21,10.2,5.6,15.4,5.6
N#CC1=C(N)N(c2ccccc2)C2=C(C(=O)CCC2)C1c1ccsc1 (stereo not drawn),-2.5,12.9,-9.9,12.9
COC(=O)c1ccccc1NC(=O)CC#N,-2.4,4.5,9.6,4.5
CCCCOc1ccc(NC2=NC3(CCCCC3)N=C(N)N2)cc1,3.0,0.0,8.2,/

Of the compounds above, two contain two or more sulfur atoms.
molecule,Yeast growth tox,Yeast growth tox inhibition %,Yeast eIF2B,Yeast eIF2B mutant toxicity
COc1ccc(C(=O)NC(C)c2nnc(SCC(=O)Nc3nc4ccccc4s3)n2C)cc1 (stereo not drawn),/,/,-2.9,/
C=CCSc1nc2c(c(=N)n1CC=C)C1CCCC1S2 (stereo not drawn),-6.9,10.3,23.7,10.3

The list continues:
molecule,Yeast growth tox,Yeast growth tox inhibition %,Yeast eIF2B,Yeast eIF2B mutant toxicity
CCOc1ccc(C2C(C(=O)c3ccco3)=C(O)C(=O)N2Cc2cccnc2)cc1 (stereo not drawn),-3.7,-12.5,0.8,-12.5
COC(=O)CN(c1cc(OC)ccc1OC)S(=O)(=O)c1ccc(OC)c(OC)c1,-7.3,26.7,-19.0,26.7
COCCCNC(=O)C1CCN(C(=O)c2cc3sccc3n2Cc2ccc(F)cc2)CC1,16.7,22.2,13.1,22.2
CCOC(=O)NC(Nc1cc(C)on1)(C(F)(F)F)C(F)(F)F,/,/,-63.0,/
CCn1c(C)c(C(C)=O)c(NCc2ccccc2)nc1=S,11.5,6.9,9.6,6.9
c1cnc(N2CC[N+]3(CCCC3)CC2)nc1,10.0,13.8,14.9,13.8
COc1ccc(NC(=O)CCOc2ccccc2)c(OC)c1,0.8,-8.6,43.6,-8.6
COC(=O)Cc1c(C)c2ccc(OCc3nn[nH]n3)c(C)c2oc1=O,9.3,13.3,/,/
O=S(=O)(Cc1ccccc1)N1CCCC(c2nc(-c3ccc(F)cc3)no2)C1 (stereo not drawn),-15.9,-4.5,0.3,-4.5
O=C(CSc1nnnn1-c1ccccc1)Nc1nc(-c2ccccc2)ns1,-9.0,-6.5,23.3,-6.5
CCOC(=O)c1nnc(-c2cccs2)nc1Oc1ccccc1C(=O)OC,3.3,13.3,14.7,13.3
Cc1[nH]n(-c2ccccc2)c(=O)c1-c1ccc(Cl)cc1,13.5,14.9,7.4,14.9
Cc1sc(NC(=O)CSc2nnc(-c3ccccc3)o2)c(C#N)c1C,-13.4,-44.4,0.3,-44.4
COc1ccccc1NC(=O)CC(NCCN(C)C)C(=O)O (stereo not drawn),6.2,18.9,15.2,18.9
COc1ccc(OC)c(-n2cc3c(=O)n(C)c(=O)n(C)c3c2)c1,21.6,3.7,13.9,3.7
CN(C)C(=O)CSc1nnc(Cc2ccccc2)n1Cc1ccco1,-3.9,-3.2,23.7,-3.2
Cn1nc(-c2ccccc2)c(CSc2ccccc2Cl)c1Cl,11.7,10.0,20.0,10.0
C=CCSc1nc(C)c(CC=C)c(=O)[nH]1,/,/,-22.8,/
Cn1c(SCc2ccccc2F)nnc1-c1cnccn1,8.2,11.1,-7.0,11.1
N/C(=N\OC(=O)c1ccccc1Cl)c1cccnc1,5.7,0.0,31.4,/
COC(=O)Cc1c(C)c2ccc(OCC(C)=O)c(C)c2oc1=O,/,/,20.6,/
COc1ccc(-c2cc(OC)c3c(C)oc(C)c3c(=O)c2)cc1OC,2.4,0.0,18.4,/
CCOc1ccccc1N1CCN(c2nc(N)c(C#N)c(CC#N)c2C#N)CC1,5.9,0.0,-17.8,/
CCOC(=O)CSc1ncc(-c2ccccc2)nn1,8.5,17.5,/,/
COc1ccccc1N1CCN(c2nc(-c3ccccc3)cc(C(F)(F)F)n2)CC1,-5.0,-5.3,1.1,-5.3
CCCNS(=O)(=O)c1ccc(CCC(=O)N2CCN(CC)CC2)cc1,9.2,20.6,-33.4,20.6
CCCCCCOC(=O)C(C#N)c1nc2ccccc2nc1N1CCN(C)CC1 (stereo not drawn),-17.6,-9.1,16.4,-9.1
O=C(NCc1cccs1)c1cnc2ccccn2c1=O,21.5,15.4,8.2,15.4
CCC12CC3CC(C1)CC(C(=O)O)(C3)C2,20.3,0.0,13.6,/
c1ccc2c(-c3nc(C4CCCCC4)no3)cc(-c3ccncc3)nc2c1,-6.0,-8.3,28.9,-8.3

Part of the list above with just Yeast growth tox inhibition %.
SMILES	Yeast growth tox inhibition %
C=CCn1c2ccccc2c2nnc(SCC(=O)Nc3cc(C)on3)nc21	-23.3
COc1ccc(CN2CCCCC2C(=O)Nc2ccc(OC)c(OC)c2)cc1OC (stereo not drawn)	5.4

Two compounds picked at random from the list so far, as already listed:
molecule,Yeast growth tox,Yeast growth tox inhibition %,Yeast eIF2B,Yeast eIF2B mutant toxicity
Cn1nc(-c2ccccc2)c(CSc2ccccc2Cl)c1Cl,11.7,10.0,20.0,10.0
O=C(NCc1cccs1)c1cnc2ccccn2c1=O,21.5,15.4,8.2,15.4

Following part.
| SMILES | Yeast growth tox | Yeast growth tox inhibition % | Yeast eIF2B | Yeast eIF2B mutant toxicity |
| --- | --- | --- | --- | --- |
| c1nc2sc3c(c2c2nnnn12)CCC3 | -11.3 | 4.2 | -7.9 | 4.2 |
| COc1ccc(CNC(=O)c2cc(-c3ccccc3OC)on2)cc1 | -14.2 | 0.0 | 16.6 | / |
| CCCn1c(N)c(C(=O)CSc2nc(C)cs2)c(=O)n(C)c1=O | 9.2 | -38.1 | 4.2 | -38.1 |
| CCOc1ncccc1C(=O)Nc1ccc(Cl)cc1 | 31.3 | 14.3 | -2.7 | 14.3 |
| COc1ccc(N(Cc2cc3ccccc3[nH]c2=O)C(=O)C2CCCO2)cc1 (stereo not drawn) | 0.6 | -3.7 | 18.8 | -3.7 |
| Cc1ccc(-n2c(SCC(=O)Nc3ccc4c(c3)OCO4)nnc2-c2ccoc2C)cc1 | / | / | -19.2 | / |
| CCN(CC)c1ccc2cc(C(C)=O)c(=O)oc2c1 | -2.8 | 0.0 | 9.4 | / |
| Cc1ccc(-c2cc(-c3ccc(C)o3)nc(N)c2C#N)cc1 | -0.6 | 14.8 | -1.7 | 14.8 |
| CCN(CC(=O)NC1CCS(=O)(=O)C1)C(=O)C(c1ccccc1)c1ccccc1 (stereo not drawn) | -9.6 | 3.9 | 8.5 | 3.9 |
| c1ccc(-c2nnc(-c3cccc(-c4nnc(-c5ccccc5)o4)c3)o2)cc1 | 4.6 | 2.2 | -18.9 | 2.2 |
| O=C(Nc1cccc(F)c1)c1cc(S(=O)(=O)N2CCC(C(=O)O)CC2)ccc1F | -0.3 | -7.1 | 18.8 | -7.1 |
| CCn1c(SCCC#N)nnc1-c1ccncc1 | 1.4 | 10.0 | / | / |
| CCc1nnc(NC(=O)Cc2ccc(OC)cc2)s1 | 7.6 | 11.1 | / | / |
| CN(c1ccc(C(=O)NCc2ccccn2)cc1)S(C)(=O)=O | 15.9 | 14.3 | 7.0 | 14.3 |
| O=C(CCSc1nc(-c2ccco2)cc(C(F)(F)F)n1)NCc1cccs1 | -2.3 | -11.1 | 43.3 | -11.1 |

An excerpt from above in order of length of the SMILES, falling.
| SMILES | Yeast growth tox | Yeast growth tox inhibition % | Yeast eIF2B | Yeast eIF2B mutant toxicity |
| --- | --- | --- | --- | --- |
| O=C(Nc1cccc(F)c1)c1cc(S(=O)(=O)N2CCC(C(=O)O)CC2)ccc1F | -0.3 | -7.1 | 18.8 | -7.1 |
| CCN(CC(=O)NC1CCS(=O)(=O)C1)C(=O)C(c1ccccc1)c1ccccc1 (stereo not drawn) | -9.6 | 3.9 | 8.5 | 3.9 |
| c1ccc(-c2nnc(-c3cccc(-c4nnc(-c5ccccc5)o4)c3)o2)cc1 | 4.6 | 2.2 | -18.9 | 2.2 |
| O=C(CCSc1nc(-c2ccco2)cc(C(F)(F)F)n1)NCc1cccs1 | -2.3 | -11.1 | 43.3 | -11.1 |
| CCCn1c(N)c(C(=O)CSc2nc(C)cs2)c(=O)n(C)c1=O | 9.2 | -38.1 | 4.2 | -38.1 |

(list continues)
| SMILES | Yeast growth tox | Yeast growth tox inhibition % | Yeast eIF2B | Yeast eIF2B mutant toxicity |
| --- | --- | --- | --- | --- |
| COc1ccc(CC(=O)OCN2C(=O)c3ccccc3C2=O)cc1 | 12.0 | -4.0 | 21.6 | -4.0 |
| O=C1CCCc2nc3nc4ccccc4n3cc21 | 0.5 | 14.8 | 1.8 | 14.8 |
| CCn1c(SCC(=O)NCC2CCCO2)nnc1-c1c[nH]c2ccccc12 (stereo not drawn) | / | / | 10.6 | / |
| Cc1cc(C)c(NC(=O)C2CCN(c3cnccn3)CC2)c(C)c1 | -1.7 | 26.5 | 7.5 | 26.5 |
| CCn1c(SCC(=O)c2ccc3ccccc3c2)nnc1-c1ccco1 | -48.3 | -5.0 | 7.5 | -5.0 |
| CCOc1ccc(N/C(C)=C/C(=O)c2ccc(C)o2)cc1 | 10.0 | 15.2 | / | / |
| CSc1nc2sc3c(c2c2nnnn12)CC(C)(C)OC3 | -5.7 | -4.2 | 21.5 | -4.2 |
| O=C(CSc1nc2c(c(=O)n1-c1ccc(Cl)cc1)SCC2)N1CCCC1 | -3.0 | 5.0 | 27.9 | 5.0 |
| COc1ccc(CCCNC(=O)CC#N)cc1OC | 15.6 | 6.7 | 6.6 | 6.7 |
| COc1ccc(C(=O)n2nc(-c3ccco3)nc2SC)cc1OC | -5.6 | -27.3 | 4.9 | -27.3 |
| CCCOc1ccc(C(C(=O)OCCN(CC)CC)c2ccccc2)cc1 (stereo not drawn) | 12.8 | 8.9 | / | / |
| Cc1ccc(NC(=O)CS(=O)CC(=O)Nc2ccc(N3CCOCC3)cc2)cc1Cl (stereo not drawn) | -9.3 | -46.7 | / | / |
| Cc1cc(NC(=O)c2cccc(C(=O)Nc3cc(C)on3)n2)no1 | -18.3 | 20.0 | -10.6 | 20.0 |
